Compound activity deposited in PubChem BioAssay by National Center for Advancing Translational Sciences (NCATS).
EPAC1 antag = EPAC1 (human) antagonism; AID 720709; 0.14% of 360,000 active; O95398; EPAC1 GEF assay, Rap1b-BODIPY-GDP exchange fluorescence; Potency, µM (top dose mostly 115 µM), without a hit: at the highest dose activity change, negative = inhibition, hits mostly inhibitors;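 also: potency is read from the fitted curve at half-maximal effect; plate controls were vehicle for no effect and positive control for full effect; nearly all actives have a fitted effect of over 50% in size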
GLP1R inv ag = inverse agonists of human GLP-1 receptor; P43220; HEK293 GLP-1R CRE-luciferase, luminescence, 24 h; GLP-1R form is constitutively active; Potency, µM (series often up to 38.3 µM), without a hit: at the top dose activity change, negative = inhibition, most hits filed as inhibitors; 1.6% of 410,000 active; AID 624417; also: potency is read from the fitted curve at half-maximal effect; % is scaled to controls: 0 for no effect and ±100 for the full control effect; nearly all actives have a fitted effect of over 55% in size
Target sequence (P43220 whole entry, looked up): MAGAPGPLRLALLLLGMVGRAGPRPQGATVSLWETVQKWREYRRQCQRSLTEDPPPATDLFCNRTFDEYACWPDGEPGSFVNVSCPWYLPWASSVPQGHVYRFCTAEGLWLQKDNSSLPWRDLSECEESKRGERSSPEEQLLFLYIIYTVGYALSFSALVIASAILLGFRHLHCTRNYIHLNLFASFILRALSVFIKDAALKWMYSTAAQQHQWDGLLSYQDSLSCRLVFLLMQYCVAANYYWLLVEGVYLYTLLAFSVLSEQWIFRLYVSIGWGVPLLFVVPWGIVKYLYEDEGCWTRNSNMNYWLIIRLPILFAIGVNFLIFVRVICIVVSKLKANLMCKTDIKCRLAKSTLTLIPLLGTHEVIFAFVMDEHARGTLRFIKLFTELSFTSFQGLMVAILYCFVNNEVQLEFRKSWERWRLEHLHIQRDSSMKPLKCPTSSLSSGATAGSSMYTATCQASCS
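Cells are plated, allowed 12 hours at 37 deg C, then treated with compounds for 24 hr before luciferase detection reagent is added and luminescence is read after 12 min at room temperature. The HEK293 line carries constitutively active GLP-1R with a cAMP-responsive reporter.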
PI5P4Ka inh = PI5P4K alpha (human) kinase inhibition. P48426. PI5P4Kalpha enzyme, ADP-Glo luminescence, 60 min; hits give low values. max response, %. 1.2% of 330,000 active. AID 652105; active = max response of -50% or lower; inconclusive = between -30% and -50%; inactive = -30% or higher; also: value at the top dose of about 77 µM; % is scaled to controls: 0 for no effect and ±100 for the full control effect
Target sequence (P48426 whole entry, looked up): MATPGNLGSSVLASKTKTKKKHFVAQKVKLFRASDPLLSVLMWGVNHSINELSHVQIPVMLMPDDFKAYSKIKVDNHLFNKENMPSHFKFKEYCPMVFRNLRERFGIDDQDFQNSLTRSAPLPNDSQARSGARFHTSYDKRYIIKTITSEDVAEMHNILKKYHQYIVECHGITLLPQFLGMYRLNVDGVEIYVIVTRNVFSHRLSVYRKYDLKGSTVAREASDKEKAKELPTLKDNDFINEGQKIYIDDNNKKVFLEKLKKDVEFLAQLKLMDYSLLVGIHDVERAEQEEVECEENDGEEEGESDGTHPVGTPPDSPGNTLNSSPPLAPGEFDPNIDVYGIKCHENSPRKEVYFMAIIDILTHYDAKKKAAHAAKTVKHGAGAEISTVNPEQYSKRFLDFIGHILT
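Reactions run in 0.038 M HEPES pH 7.4, 0.28 mM EGTA, 0.1% CHAPS and 5% DMSO, with PI5P4Kalpha, substrate, compound and 5 microM ATP final, one hour at room temperature. Readout is ADP-Glo luminescence.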
IL-2 act = IL-2 activation; IL-2 activation reporter assay, cell-based qHTS; stimulated with anti-CD3/CD4/CD28 beads; in transgenic mouse T cells; activation, % (series mostly up to about 46 µM); 0.065% of 360,000 active; AID 652025; in the data active = activation above about 50%; inconclusive = mostly about 30% to 49%; also: 0% is about no effect
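Quantitative HTS in unstimulated transgenic mouse T cells, with memory T cells as non-tolerant control and PMA/ionomycin as tolerance-bypass control. Compound pretreatment lasted 60 minutes before 18 h bead stimulation; EGFP/DsRed fluorescence read.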
PTHR1 agonist = agonists of human PTHR1 parathyroid hormone receptor | Q03431 | 0.075% of 410,000 active | HEK293 GP2 PTHR1 cells, GloSensor cAMP luminescence, 1 h | Potency, µM (titrated, usually from 115 µM), without a hit: at the highest dose activation, actives largely listed as activators; also: potency is read from the fitted curve at half-maximal effect; nearly all actives have a fitted effect of over 55% in size; some results filed as inactive show a strong effect at the top dose; inactives centre near -15; many of its hits are not listed in these tables
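HEK-293-derived GP2 cells expressing PTHR1 and a GloSensor cAMP reporter, 3,000/well, plated overnight, given luciferin plus IBMX (each 0.5 mM as added) for 1 h at 37 °C, then compound for 1 h at 37 °C. Luminescence was read after 15 min at room temperature.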
GLP1R ag = activates the human GLP-1 receptor; 0.007% of 380,000 active; P43220; HEK293 GLP-1R CRE-luciferase, luminescence, 4-6 h; cells express a hypersensitive GLP-1R form; Potency, µM (doses to about 45.6 µM), inactives show top-dose activation, actives largely listed as activators; also: potency is read from the fitted curve at half-maximal effect; % of control where 0% means no effect
GLP1R cytotox = cytotoxicity counter-screen for GLP-1 receptor inverse agonists; HEK293 cAMP-luciferase reporter cells, luminescence, 24 h; Potency, µM (titrated, usually from 38.3 µM), for the others: top-dose activity change, negative = inhibition, usual class: inhibitors; 0.13% of 410,000 active;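 also: loss of luciferase light is scored as toxicity; potency is read from the fitted curve at half-maximal effect; % is scaled to controls: 0 for no effect and ±100 for the full control effect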
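Compound-treated cells are incubated 24 hr at 37 deg C under 5% CO2 after a 12 hour attachment period, then luciferase detection reagent is added and luminescence is measured following 12 min at room temperature; lowered signal indicates toxicity.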
EPAC1 ag = activates human EPAC1 exchange factor; O95398; EPAC1 agonist qHTS, biochemical assay; response scale: 100% = response to 6.5 mM cAMP; Potency, µM (series often up to 154 µM), inactives show at the top dose activation, actives largely listed as activators; 0.073% of 360,000 active; AID 720707; also: potency is read from the fitted curve at half-maximal effect; nearly all actives have a fitted effect of over 60% in size
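Nucleotide exchange assay: 100 nM EPAC1 with 250 nM Rap1B loaded with BODIPY-GDP and 50 uM GDP, room temperature. Fluorescence (480/540 nm) read every 5 min for 30 min; signal change normalized to 6.5 mM cAMP as full agonist.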
PLK1 PBD block = blocks phosphopeptide binding to human PLK1 polo-box domain; P53350; Plk1 PBD binding of FITC phosphopeptide, fluorescence polarization; Potency, µM, without a hit: max response, negative = inhibition, actives largely listed as inhibitors; 2.8% of 360,000 active; also: potency is read from the fitted curve at half-maximal effect; series mostly up to about 57 µM; % is scaled to controls: 0 for no effect and ±100 for the full control effect; nearly all actives have a fitted effect of over 65% in size
An asterisk follows results filed as active; i = inactive; ? = inconclusive; . = not tested or not shown; [ ] = dose if it differs, or a comment. Unless noted, calls follow the shape of the dose curve; as a rule, active = well fitted curve in the direction sought with a large enough effect; inconclusive = small, poorly fitted or top-dose-only effect, or another doubt; inactive = no such curve, though single readings can be large; an effect the other way counts as inactive or inconclusive.

SMILES	EPAC1 antag	GLP1R inv ag	PI5P4Ka inh	IL-2 act	PTHR1 agonist	GLP1R ag	GLP1R cytotox	EPAC1 ag	PLK1 PBD block
CCOc1ccccc1NC(=O)CNC(=O)Cc1ccccc1	0%	-20%	0	-0.2	-11%	3%	-1%	2%	-4%
CCOC(=O)N/N=C(\C)c1ccc(OC(F)F)cc1OC(F)F	-2%	2%	1	0.0	41%	6%	6%	8%	-11%
O=C(Nc1ccc(S(=O)(=O)N2CCOCC2)cc1)c1c(F)cccc1F	6%	1%	3	-0.5	i	7%	-7%	3%	-19%
O=C(NCc1ccco1)C12CN(Cc3ccccc3)CC1C(c1cccc([N+](=O)[O-])c1)=NO2 (stereo not given)	-2%	-5%	-26	-0.1	-19%	14%	1%	-7%	-17%
CCOC(=O)Cc1c(C)nc2cc(C)nn2c1C	-10%	-2%	0	-0.8	17%	2%	2%	3%	-8%
Nc1nnc(CC(=O)N2CCCCC2)s1	4%	0%	.	0.5	i	3%	20%	1%	4%
Cc1nc2ncnn2c(N2CCN(C(=O)c3cccc(F)c3)CC2)c1C	-24%	-2%	1	-2.3	-5%[57.5 µM]	-5%	1%	2%	-8%
O=C(NCCC1=CCCCC1)c1ccc(CN2CCOCC2)cc1	-4%	?	1	-2.5	-29%	-7%	2%	-8%	-8%
O=C(N/N=C/c1ccc(Br)s1)Nc1ccccc1	?	-20%	29	0.4	-21%	14%	3%	14%	-6%
O=C(O)CCCC(=O)Nc1ccccc1C(=O)O	1%	2%	.	2.2	i	0%	-20%	-2%	-6%
N#Cc1c2n(c(=S)n(-c3ccccc3[N+](=O)[O-])c1=O)CCCCC2	-18%	-6%	8	-1.5	-20%	4%	19%	10%	-24%
COc1ccc(S(=O)(=O)N2CCCC(C(=O)NCc3ccncc3)C2)cc1Cl (stereo not given)	-3%	-4%	.	-0.9	i	-10%	1%	6%	-8%
O=C(Cc1ccccc1)c1c[nH]c(C(=O)C(Cl)(Cl)Cl)c1	-16%	13%	-3	-4.5	i	-1%	3%	4%	-12%
CC[C@H](C)[C@H](NC(=O)c1ccc(Cl)cc1)C(=O)OCC(=O)c1c(N)n(C)c(=O)n(C)c1=O	-13%	1%	0	0.8	-9%	16%	-2%	-3%	-4%
Cc1ccc(N(CC(=O)NCc2ccc3c(c2)OCO3)S(=O)(=O)c2c(C)noc2C)cc1	-10%	?	-3	-0.5	i	0%	-24%	-2%	3%
COC(=O)c1cccc(N(C(=O)CNC(=O)c2cccs2)C(C(=O)NCC2CCCO2)c2ccc(OC)c(OC)c2)c1 (stereo not given)	17%	2%	-2	-0.4	i	6%	-7%	1%	4%
O=C(N/N=C/c1sc(N2CCOCC2)nc1-c1ccccc1)c1ccccc1O	-7%	-5%	-10	-0.8	-32%[inhibitor]	-9%	-8%	4%	-3%
COc1cccc(C(=O)Nc2sc(C(C)C)cc2C(N)=O)c1OC	5%	?	2	-2.1	-4%	25%	-14%	2%	-13%
Cc1cc(N2CCN(C(=O)c3ccco3)CC2)n2nc(C)c(-c3ccccc3)c2n1	4%	0%	.	-2.5	9%[57.5 µM]	-1%	1%	11%	-6%
CCCC1=C(C(=O)OCC)C(c2cccs2)n2ncnc2N1 (stereo not given)	-14%	-29%	1	-0.5	-18%	6%	0%	-6%	-8%
O=C(Nc1nccs1)c1cn2ccccc2n1	1%	?	-9	0.3	i	-2%	6%	-8%	-5%
Cc1cc(C)c(C(O)c2ncc(-c3cccc(F)c3)[nH]2)c(C)c1 (stereo not given)	-17%	17%	-2	-0.5	-8%	-2%	6%	-9%	3%
O=C(Nc1ccc(F)c(F)c1)C1CCN(S(=O)(=O)c2cccc3nonc23)CC1	-5%	?	-15	-2.9	-83%[inhibitor]	14%	3%	9%	-15%
C=CCn1c(SCC(=O)c2[nH]c(C)c(C(=O)OCC)c2C)nc2scc(-c3ccc(OC)c(OC)c3)c2c1=O	?	32%[activator]	-9	-1.4	-7%	10%	-22%	6%	-10%

One compound at a time (already shown). Order of screens: EPAC1 antag	GLP1R inv ag	PI5P4Ka inh	IL-2 act	PTHR1 agonist	GLP1R ag	GLP1R cytotox	EPAC1 ag	PLK1 PBD block
Cc1cc(C)c(C(O)c2ncc(-c3cccc(F)c3)[nH]2)c(C)c1 (stereo not given) is entered as -17%	17%	-2	-0.5	-8%	-2%	6%	-9%	3%
O=C(Nc1nccs1)c1cn2ccccc2n1 is entered as 1%	?	-9	0.3	i	-2%	6%	-8%	-5%

Remaining list, next part:
SMILES	EPAC1 antag	GLP1R inv ag	PI5P4Ka inh	IL-2 act	PTHR1 agonist	GLP1R ag	GLP1R cytotox	EPAC1 ag	PLK1 PBD block
O=C(O)[C@H]1CCCC[C@H]1C(=O)NCCNC(=O)[C@@H]1CCCC[C@@H]1C(=O)O	-1%	4%	.	0.0	i	3%	11%	4%	-7%
COc1ccc(NC(=O)COC(=O)CN2C(=O)c3ccccc3C2=O)cc1	-7%	-6%	-2	-0.6	i	-15%	-4%	?	-8%
CS(=O)(=O)c1ccc2nc(NC(=O)c3ccc(Cn4cc(Br)cn4)o3)sc2c1	3%	21%	?	-2.0	i	-3%	10%	9%	-20%
CCCN(CCC)C(=O)CP(=O)(c1ccccc1)c1ccccc1	17%	0%	.	-2.2	-11%[57.5 µM]	-7%	-2%	6%	-5%
C=CCNc1ccccc1S(=O)(=O)NCc1ccccc1	-14%	?	-9	-0.3	-6%	9%	20%	-18%	-11%
COc1ccc(S(=O)(=O)Nc2cccc3c2O[C@H](CN(C)Cc2ccc(Oc4ccccc4)cc2)[C@@H](C)CN([C@H](C)CO)C3=O)cc1	-3%	?	0	0.1	-5%	4%	4%	-5%	-6%
COc1ccc([C@H]2C[C@H](O)[C@@H](n3cc(-c4ccc(F)cc4)nn3)CN2Cc2cccs2)cc1	-16%	?	26	-5.0	-65%[inhibitor]	11%	-12%	27%	-12%
COc1ccc(C(=O)COC(=O)c2cc3ccccc3oc2=O)c(OC)c1	-9%	-3%	0	-0.8	-10%	1%	0%	11%	-9%
COc1ccccc1S(=O)(=O)Cc1ccc(C(=O)NCC(OC)OC)o1	-2%	17%	2	0.8	i	6%	-9%	15%	-10%
Cc1cc(C)nc(SCc2nnc(SCC(=O)N3CCCc4ccccc43)o2)n1	3%	0%	.	5.4	-13%[57.5 µM]	-1%	-11%	-3%	-5%
CC(C)(C)NC(=O)C1N(c2cccnc2)C(=O)C2C(C(=O)Nc3ccccc3)C3(C)C=CC21O3 (stereo not given)	-11%	2%	6	1.1	?	2%	13%	-6%	-6%
Cn1cc(C(=O)c2cccc(Cl)c2)cc1/C=N\O	-9%	58%[activator]	-25	-2.3	-6%	20%	161%[activator]	-12%	-15%
O=[N+]([O-])c1cccc(COc2ccccc2CN2CCOCC2)c1	-12%	-6%	-4	-0.6	i	24%	-1%	-7%	-13%
COC(=O)C1(C(=O)OC)c2ccccc2N(S(=O)(=O)c2ccc(C)cc2)C1CC(=O)c1ccccc1 (stereo not given)	-3%	?	4	-0.8	-4%	.	-8%	-17%	3%
COc1ccc(C(=O)NCCc2ccc(S(N)(=O)=O)cc2)cc1OC	1%	-16%	.	-0.5	?	11%	-1%	7%	0%
CCN(CC)C(=O)C1CCCN(C(=O)Nc2ccccc2)C1 (stereo not given)	-11%	2%	.	-0.8	i	-3%	3%	3%	-2%
CC(=O)Oc1ccc(N2C(=O)c3cccc4c([N+](=O)[O-])ccc(c34)C2=O)cc1	-1%	21%	5	6.1	-95%[inhibitor]	-4%	11%	0%	-3%
O=c1c2c3c(sc2nc(NCCOCCO)n1Cc1ccco1)CCCCC3	-10%	1%	0	-3.4	-20%	-3%	2%	4%	-9%
CC(C)OCCCNCC(O)c1ccccc1 (stereo not given)	3%	5%	-6	-0.2	-5%	?	-2%	7%	-1%
CCCCCn1nc(C(=O)N2CCc3ccccc32)c2ccccc2c1=O	-4%	?	18	-0.3	-30%[inhibitor]	-6%	3%	0%	9%
Cc1cccc(OCc2nnc(SCC(=O)Nc3cccc(C(=O)N4CCOCC4)c3)n2C)c1C	2%	-5%	1	-0.5	-7%	0%	-13%	-5%	-2%
O=Cc1ccc2cccnc2n1	-10%	-3%[0.307 µM]	3	1.2	i	5%	2%[0.307 µM]	0%	-13%
O=C(NCCO)Nc1ccc2nsnc2c1	-9%	0%	-3	-1.3	-13%	8%	16%	6%	-13%
CC(C)(C)c1ccc(C(=O)NN2C(=O)CSC2=S)cc1	-1%	3%	-6	1.5	-15%	-3%	-1%	0%	-11%
O=C(Nc1ccc(S(=O)(=O)N2CCOCC2)cc1)c1cc([N+](=O)[O-])ccc1Cl	-8%	?	1	1.9	-29%	13%	-22%	-1%	1%
O=C(CSC1=N/C(=C/c2ccco2)C(=O)N1c1ccc(OC(F)F)cc1)NC1CCS(=O)(=O)C1 (stereo not given)	-14%	15%	-20	1.4	-13%	5%	1%	3%	-15%
Cc1ccc(NC(=O)Cn2nc(-c3ccco3)ccc2=O)cc1Cl	0%	?	0	-2.8	-7%	3%	-10%	2%	-16%
CCCC(=O)NC(=S)Nc1ccc(CN2CCOCC2)cc1	10%	-9%	0	1.2	i	11%	-1%	12%	-7%
CCc1nnc(NS(=O)(=O)c2ccc(NC(=O)c3ccccc3OC)cc2)s1	-26%	1%	-3	-0.3	i	-6%	8%	3%	-14%
COc1ccccc1NC(=O)c1ccc(NC(=O)CSc2nnnn2C)cc1	12%	30%[activator]	-8	-1.0	-8%	0%	-26%	-4%	?
COc1ccc(-n2c(C)cc(/C=C(\C#N)C(=O)NCc3ccco3)c2C)cc1	0%	19%	2	0.4	i	5%	3%	-2%	-1%
CC(C)(C)c1ccc(S(=O)(=O)N2CCSC2)cc1	3%	-30%	13	-1.0	-28%	10%	1%	-1%	-11%
COc1cc2c(cc1NC(=O)c1ccccc1C)n(C)c(=O)n2C	.	10%	.	.	i	8%	-2%	.	.
CN(C)S(=O)(=O)c1cccc(C(=O)N2CCc3ccccc32)c1	-11%	1%	-2	1.6	i	10%	54%[activator]	5%	-18%

Some of the compounds tested, so the mix of outcomes need not match the whole.
